PTAP TSG101 blk: blocks PTAP/TSG101 interaction to inhibit HIV-1 budding; Fluorescence polarization, FITC-PTAP peptide / Tsg101 binding; Q99816; 340,000 tested, under 10 active; Potency, µM (highest dose often 115 µM), without a hit: at the highest dose activity change, negative = inhibition, actives largely listed as inhibitors; AID 493005; active = well fitted inhibition curve with a large enough effect in the main read-out, with a control signal flat, not every such curve was filed as active; inconclusive = small, poorly fitted or top-dose-only effect, or effect the other way, or a change in a side signal; inactive = no such curve, though single readings can be large or run the other way; note: potency is the fitted concentration of half-maximal effect; % of control where 0% means no effect
Target sequence (Q99816 whole entry, looked up): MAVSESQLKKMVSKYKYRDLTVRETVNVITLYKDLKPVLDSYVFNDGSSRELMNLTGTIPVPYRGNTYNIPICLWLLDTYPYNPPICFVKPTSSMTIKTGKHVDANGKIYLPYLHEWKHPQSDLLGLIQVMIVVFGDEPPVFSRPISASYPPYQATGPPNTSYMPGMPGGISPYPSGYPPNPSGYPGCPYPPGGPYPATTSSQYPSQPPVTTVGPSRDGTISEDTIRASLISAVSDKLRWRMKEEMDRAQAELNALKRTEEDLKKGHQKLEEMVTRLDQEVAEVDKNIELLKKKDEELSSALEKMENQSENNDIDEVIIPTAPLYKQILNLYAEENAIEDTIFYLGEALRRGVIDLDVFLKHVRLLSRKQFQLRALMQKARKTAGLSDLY
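FP read-out: FITC-PTAP peptide, 50 nM final, binding Tsg101 binding domain, 10 uM final; 20 min, r.t.; 10 mM HEPES pH 7.5, 0.15 M NaCl, 0.01% Tween 20, 3 mM EDTA, 0.1 mM TCEP.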
S-ASM inh: blocks human secretory acid sphingomyelinase | hit rate 0.006% among 340,000 | Potency, µM (series often up to 57.5 µM), inactives show at the highest dose activity change, negative = inhibition, hits mostly inhibitors | placental ASM, HMU-PC fluorogenic substrate, 60 min; note: potency is the fitted concentration of half-maximal effect
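Human placenta-derived ASM enzyme was preincubated with compound for 10 minutes at room temperature, then given fluorogenic substrate HMU-PC0 (9 uM final) for 60 minutes at 37 °C; a pH 10 stop preceded fluorescence reading at Ex 386/Em 447 nm.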
Integrin act MD: activates integrin-mediated alleviation for muscular dystrophy | alpha7betagal myoblasts, beta-gal FDG fluorescence, 48 h | Potency, µM (top dose mostly 38.3 µM), without a hit: top-dose activation, hits mostly activators | hit rate 0.064% among 350,000 | AID 624291;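 note: potency is the fitted concentration of half-maximal effect; 100% = response of the positive control SU9516; nearly all actives have a fitted effect of over 60% in size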
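Alpha7betagal+/- myoblasts (passage 13) were plated 16-24 hr, then exposed to compounds (1:260 dilution of DMSO stock) for 48 hours at 37C. After MPER lysis, β-galactosidase reporter activity was read as FDG fluorescence (ex 480/em 540) after 30 minutes.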
Chronic BCR inh: blocks chronic active B-cell receptor signaling; hit rate 0.05% among 340,000; ABC-DLBCL IkBa-CBG/CBR reporter, luminescence ratio, 4 h; Potency, µM (doses to about 46.1 µM), for the others: top-dose ratio change, negative = lower green/red ratio, usual class: inhibitors; active = well fitted inhibition curve with a large enough effect in the signal ratio, with a control signal flat, not every such curve was filed as active; inconclusive = small, poorly fitted or top-dose-only effect, or effect the other way, or a change in a side signal; the % refers to the signal ratio;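 note: potency is the fitted concentration of half-maximal effect; plate controls were basal doxycycline-induced cells for no effect and cells given 10 µM MG132 for full effect; MG132 reads +100%, hits lower the ratio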
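Concentration-response series (up to 46 uM) were applied to TMD8 dual-reporter cells for 4 h at 37C with doxycycline. Green/red ratio, after filter-overlap correction, defined %Activity; red signal alone was normalised to basal cells and zero luminescence.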
PKM2 act: activators of human pyruvate kinase M2; P14618; purified PKM2, Kinase-Glo ATP luminescence, activation; response scale: 0% is enzyme alone, no compound; Potency, µM (top dose mostly 57.5 µM), for the others: top-dose activation, usual class: activators; hit rate 0.34% among 260,000; note: potency is the fitted concentration of half-maximal effect; % is set by controls: 0 for no effect and ±100 for the full control effect; nearly all actives have a fitted effect of over 55% in size
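Purified hPK-M2 (>95%) run at intermediate activity with 0.1 mM ADP and 0.5 mM PEP in 50 mM imidazole pH 7.2, KCl, MgCl2; 1 h room temperature. ATP formed read by Kinase-Glo luminescence; normalized to uninhibited and no-enzyme controls.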
Menin-MLL TR inh: menin-MLL binding inhibition, Texas Red mutant peptide; Menin + Texas Red MLL mutant peptide, fluorescence polarization; hit rate 0.23% among 270,000; Potency, µM (highest dose often 61.6 µM), for the others: top-dose FP activity change, negative = inhibition, actives largely listed as inhibitors; AID 1768; active = well fitted inhibition curve with a large enough effect in the polarisation, with a control signal flat, not every such curve was filed as active; inconclusive = small, poorly fitted or top-dose-only effect, or effect the other way, or a change in a side signal; inactive = no such curve, though single readings can be large or run the other way; the % refers to the polarisation; note: potency is the fitted concentration of half-maximal effect; % of control where 0% means no effect; many of its hits are not listed in these tables
B2AR arrestin: agonists driving beta-arrestin recruitment to human beta2-adrenergic receptor; beta-arrestin recruitment to beta2AR, cell-based reporter; Potency, µM (top dose mostly 46.1 µM), for inactives: at the highest dose activation, most hits filed as activators; hit rate 0.02% among 330,000; AID 492947;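 note: potency is the fitted concentration of half-maximal effect; 0% = DMSO controls and full agonism = EC100 isoproterenol or metaproterenol; nearly all actives have a fitted effect of over 65% in size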
Tb PFK inh: inhibitors of T. brucei phosphofructokinase. O15648. T. brucei PFK, ADP-Glo luminescence. Potency, µM (doses to about 57.5 µM), for inactives: at the top dose activity, negative = inhibition, actives largely listed as inhibitors. hit rate 0.17% among 330,000;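 note: potency is the fitted concentration of half-maximal effect; 0% = uninhibited 1x PFK enzyme wells and -100% = no-enzyme wells; nearly all actives have a fitted effect of over 60% in size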
Target sequence (O15648 whole entry, looked up): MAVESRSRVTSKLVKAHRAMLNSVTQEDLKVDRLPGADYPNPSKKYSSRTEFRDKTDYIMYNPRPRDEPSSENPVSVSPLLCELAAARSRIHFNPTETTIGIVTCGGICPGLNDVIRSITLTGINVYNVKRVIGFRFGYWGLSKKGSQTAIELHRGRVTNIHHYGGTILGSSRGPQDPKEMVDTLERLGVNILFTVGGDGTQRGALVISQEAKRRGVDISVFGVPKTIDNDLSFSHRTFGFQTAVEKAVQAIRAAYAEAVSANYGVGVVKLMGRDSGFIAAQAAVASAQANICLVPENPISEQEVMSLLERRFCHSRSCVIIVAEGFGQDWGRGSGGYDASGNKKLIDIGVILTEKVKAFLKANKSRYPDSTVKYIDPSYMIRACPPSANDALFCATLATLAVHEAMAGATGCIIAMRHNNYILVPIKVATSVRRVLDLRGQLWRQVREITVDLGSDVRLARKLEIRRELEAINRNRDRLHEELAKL
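In TEA buffer at pH 8.0 with 5 mM MgCl2, enzyme (1.25 nM) converted F6P (0.5 mM) and ATP (0.1 mM) for 45 min at room temperature. ADP product was read by luciferase luminescence.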
GALK inh: inhibitors of human galactokinase. P51570. Purified GALK, Kinase-Glo residual ATP luminescence. Potency, µM (titrated, usually from 57.5 µM), for inactives: top-dose activity change, negative = inhibition, most hits filed as inhibitors. hit rate 0.007% among 270,000. AID 1868; note: potency is the fitted concentration of half-maximal effect; % is set by controls: 0 for no effect and ±100 for the full control effect
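ATP-depletion format; final 35 uM ATP, 100 uM D-galactose, 5 nM enzyme; pH 8.0 HEPES/Mg2+ buffer; 60 min RT; luminescence read 10 min after detection reagent.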
Giardia kill: Giardia lamblia killing; Giardia lamblia trophozoite viability; activity change, % at 7.66 µM, hits read low; hit rate 0.15% among 340,000; AID 540267; in the data active = activity change below about -80%; inconclusive = between about -30% and that limit;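 note: parasites exposed to compound for two days anaerobically before the ATP read; % is set by controls: 0 for no effect and ±100 for the full control effect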
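Compounds were tested on trophozoites seeded at 100 cells/well and held 48 hrs at 37 deg C anaerobically. An ATP-based luminescent kit measured the remaining live cells.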
FBPA coupling cs: counter-screen for Giardia aldolase inhibitors: coupling enzyme system; coupling enzyme system counterscreen, AmpLite Red fluorescence; activity change, negative = inhibition, % at 58.2 µM, hits read low; hit rate 0.67% among 290,000; in the data active = activity change below about -30%; note: % is set by controls: 0 for no effect and ±100 for the full control effect
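Counterscreen lacking aldolase: glyceraldehyde-3-phosphate coupling-enzyme reagent preincubated 10 min at RT with compound (at 57.5 uM final), then substrate/coupling system with AmpLite Red added; fluorescence read at 525/598 nm after 20 min RT.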
Numbers without * were called inactive; ? = inconclusive; . = not tested or not shown; [ ] = another dose, or the depositor's remark. Unless noted, calls come from the whole dose curve; as a rule, active = well fitted curve in the direction sought with a large enough effect; inconclusive = small, poorly fitted or top-dose-only effect, or another doubt; inactive = no such curve, though single readings can be large; an effect the other way counts as inactive or inconclusive.

SMILES | PTAP TSG101 blk | S-ASM inh | Integrin act MD | Chronic BCR inh | PKM2 act | Menin-MLL TR inh | B2AR arrestin | Tb PFK inh | GALK inh | Giardia kill | FBPA coupling cs
COc1ccc2c(c1)C(=NO)c1cc(OC)ccc1-2 | 0% | -6% | 0% | -5% | -9% | ? | -0.6% | -5% | 0% | 11 | -2
Cc1cc(/C=N/O)c(C)n1-c1ccccc1 | -2% | 5% | 7% | -2% | -1% | -9% | -1.1% | 1% | 1% | -14 | -1
C/C(=N/Oc1nc(C)cc(C)n1)c1ccccc1 | 1% | 0% | 22% | ? | -6% | 4% | 0.0% | 3% | 0% | -2 | 1
O=C(CNC(=O)c1cccs1)Nc1ccncc1 | -4% | 3% | -14% | 5% | . | . | 0.1% | -4% | . | -3 | .
CCOc1ccc(Br)cc1S(=O)(=O)Nc1ccc(N2CCOCC2)cc1 | -7% | -2% | -8% | -21% | 11% | 4% | -0.9% | 4% | 1% | -6 | -8
Cc1nc2sc(C(c3ccco3)N3CCN(c4ccccc4)CC3)c(O)n2n1 (stereo unspecified) | -3% | 6% | 7% | -5% | -4% | 0% | 0.0% | -5% | 0% | -3 | 1
Cc1c(OC(C)C(=O)NCc2ccccn2)ccc2c3c(c(=O)oc12)CCC3 (stereo unspecified) | -2% | 253%[activator] | -13% | ? | . | . | 0.3% | -4% | 2% | 1 | .
CC(C)c1nnc(NC(=O)CCC(=O)NC2CC2)s1 | -8% | -1% | -11% | -1% | . | . | 0.0% | 4% | 5% | -14 | .
Cc1ccc2[nH]c(-c3ccccc3)cc(=O)c2c1 | -3% | 1% | -16% | 5.6µM* | 3% | -8% | 0.1% | 4% | 3% | ? | 0
COc1ccc(N(C(=O)c2ccco2)C(C(=O)NC2CCCC2)c2ccc(N3CCOCC3)cc2)c(OC)c1 (stereo unspecified) | -2% | 0% | 6% | -2% | . | . | -0.4% | -2% | 0% | 1 | 4
O=C(CN(CC1CCCO1)C(=O)CNS(=O)(=O)c1ccc(F)cc1)NCCc1ccccc1 (stereo unspecified) | 1% | -3% | -15% | 1% | . | . | 0.3% | 6% | -1% | 16 | 1
Cc1nn(C)cc1-c1n[nH]c(=S)n1-c1ccc(Cl)cc1 | -3% | 5% | -14% | 0% | -28% | -6% | -0.6% | -2% | . | -7 | 2
O=C(Nc1nc(-c2ccc3c(c2)OCCO3)cs1)C1CCCC1 | -3% | -1% | -23% | 0% | 1% | 14% | -1.0% | -2% | 1% | -3 | -2
CC(=O)c1sc(NC(=O)COc2ccc([N+](=O)[O-])cc2)nc1C | -2% | 2% | 4% | -25% | -3% | ? | -1.5% | -3% | 2% | 7 | 0
CC1Cc2ccccc2N1C(=S)Nc1ccc(S(N)(=O)=O)cc1 (stereo unspecified) | -8% | 0% | 28% | 2% | 5% | 8% | -1.1% | 0% | 2% | 3 | 2
CC(=O)c1sc(Nc2nc(C)cc(C)n2)nc1C | -7% | 10% | 0% | ? | -20% | -3% | 0.3% | 1% | 1% | -19 | 1
Cc1ccc(S(=O)(=O)NC(C)C(=O)OCC(=O)N(C)c2ccccc2)cc1 (stereo unspecified) | -3% | 1% | 4% | ? | . | . | -0.1% | 5% | . | 2 | .
CC(=O)NC(CC(=O)NCCN1C(=O)S/C(=C\c2ccccc2)C1=O)c1ccccc1 (stereo unspecified) | -6% | -2% | -20% | ? | 9% | . | 2.8% | 1% | 1% | -10 | 1
COc1ccc(-c2noc(CSc3nnc(Cc4ccccc4)n3-c3ccc(Cl)cc3)n2)cc1 | -7% | -19% | -14% | ? | 0% | ? | -0.9% | 1% | 2% | -7 | 1
COc1ccccc1CCNC(=O)CSc1nc(=O)[nH]c2c1CCC2 | -1% | 1% | 16% | 7% | . | . | -0.5% | 2% | . | -9 | .
O=C(COC(=O)c1ccc(OC(F)(F)F)cc1)NCCN1C(=O)CSC1=O | -2% | 2% | 1% | 0% | . | . | 0.0% | 1% | . | -17 | .
COc1cc2c(cc1OC)CN(C(=O)C1CCN(S(=O)(=O)c3ccccc3F)CC1)CC2 | 0% | -3% | 13% | 15% | -1% | 2% | -0.8% | -1% | 7% | 30[activator] | 0
CCON1C(=O)CN(C(=O)OC)C1c1ccc(Cl)cc1Cl (stereo unspecified) | -1% | 1% | 3% | -9% | -4% | 4% | -0.3% | 1% | -2% | -16 | 1
CC1CCN(c2c(NCC3CCC(C(=O)N4CCCCC4)CC3)c(=O)c2=O)CC1 (stereo unspecified) | 1% | -1% | 4% | -17% | -10% | -8% | -0.7% | 0% | 1% | -2 | 0
COC(=O)c1ccccc1NC(=O)c1ccccc1N(C)S(=O)(=O)c1ccccc1 | -1% | 3% | 1% | -8% | -6% | 19% | -0.3% | 1% | 0% | -6 | 0
COc1ccc(Oc2ccccc2C#N)cc1 | -4% | 1% | -14% | -1% | 0% | 11% | -0.2% | 6% | 7% | 21 | 4
Cc1cc(C(=O)CSc2nnc(-c3cccc(F)c3)n2N)c(C)n1Cc1ccc2c(c1)OCO2 | -7% | -5% | -6% | ? | -1% | -3% | -0.1% | 6% | 0% | 0 | 0
NCCCC(=O)N1c2ccccc2Sc2ccc(Cl)cc21 | -6% | -2% | -53%[inhibitor] | ? | . | ? | -0.3% | -8% | 13% | -2 | -1
CCc1ccc(-n2c(Cn3nc(C(F)(F)F)cc3C)n[nH]c2=S)cc1 | . | -2% | 19% | -1% | 4% | 13% | -0.1% | -5% | 1% | 10 | 0
O=C(NC(=S)NNC(=O)c1ccccc1O)c1ccc(F)cc1 | -3% | 2% | -18% | ? | 1% | -8% | -1.2% | 2% | 2% | ? | 0

3 entries already listed, arranged by their value in PTAP TSG101 blk, descending:
Compound,PTAP TSG101 blk
COc1cc2c(cc1OC)CN(C(=O)C1CCN(S(=O)(=O)c3ccccc3F)CC1)CC2,0%
CCON1C(=O)CN(C(=O)OC)C1c1ccc(Cl)cc1Cl (stereo unspecified),-1%
CC(=O)NC(CC(=O)NCCN1C(=O)S/C(=C\c2ccccc2)C1=O)c1ccccc1 (stereo unspecified),-6%

(list continues)
SMILES | PTAP TSG101 blk | S-ASM inh | Integrin act MD | Chronic BCR inh | PKM2 act | Menin-MLL TR inh | B2AR arrestin | Tb PFK inh | GALK inh | Giardia kill | FBPA coupling cs
FC(F)Sc1ccc(-n2c(-c3ccc(Cl)cc3)c[n+]3c2CCC3)cc1 | -2% | -2% | 6% | 5% | 1% | -18% | -0.1% | 2% | 0% | -8 | 7
COc1ccc(NC(=O)CSc2nc3c(c(=O)n2-c2ccc(F)cc2)SCC3)c(OC)c1 | -1% | -8% | -20% | -1% | 4% | ? | -0.2% | -6% | 1% | -5 | 2
CCN(CC(=O)Nc1c(F)cccc1F)C(=O)Cc1sc(C)nc1-c1ccc(F)cc1 | -4% | 5% | -4% | 1% | . | . | -0.3% | -1% | . | 0 | .
COc1ccccc1NS(=O)(=O)c1ccc(C)c(C(=O)NC2CCN(Cc3ccccc3)CC2)c1 | -2% | 6% | -9% | 1% | . | . | -0.6% | 10% | . | ? | .
COCc1cc(C)nc2sc(C(=O)N3CCCC3)c(N)c12 | -2% | 27% | 7% | ? | 6% | -4% | -0.1% | 0% | 0% | 30[activator] | -1
O=C(COC(=O)c1cc(S(=O)(=O)N2CCCC2)ccc1O)Nc1ccc(S(=O)(=O)N2CCOCC2)cc1 | -4% | -4% | 23% | 7% | -3% | . | -0.2% | -4% | 1% | 24 | 3
COc1ccccc1CNC(=O)CNC(=O)c1cn(-c2ccccc2OC)c(=O)c2ccccc12 | -7% | -1% | 12% | -9% | . | -8% | 0.0% | 6% | 12% | 11 | 0
Fc1ccc(N/N=C/c2cccnc2)c(F)c1 | 0% | -3% | 9% | -3% | 0% | 3% | 0.1% | 1% | 1% | -27 | 0
CN(c1ccccc1)S(=O)(=O)c1ccc(C(=O)Nc2nnc(C3CC3)o2)cc1 | -1% | -4% | 9% | 0% | 1% | ? | -0.1% | -3% | 6% | ? | 1
O=C(N/N=C/c1ccc(OC(=O)c2ccccc2)cc1)c1cccnc1 | 6% | -1% | -1% | -4% | . | 2% | -0.1% | ? | -2% | -3 | 1
O=C(O)CCNc1cc(N2CCN(C(=O)c3ccco3)CC2)c2noc3c2c1C(=O)c1ccccc1-3 | ? | -6% | ? | ? | -15% | ? | -0.1% | ? | 2% | 3 | -25
CCC1=NC(c2ccccc2OC)N(O)C1(C)C (stereo unspecified) | -5% | -1% | -18% | ? | 0% | -1% | 0.3% | -5% | 5% | 6 | 1

These rows are one share of the data; count on the stated rates, not on these rows.
